PAD4 FP inh: PAD4 (human) enzyme inhibition | 0.41% of 330,000 active | recombinant PAD4, RCA probe fluorescence polarization | Q9UM07 | inhibition, % at 6.36 µM;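 active = percent inhibition above a cutoff equal to the mean of all tested compounds plus 3 SD, cut at about 15% in these data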;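 note: 0% = PAD4 with RCA probe and DMSO and 100% = probe without PAD4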
LYPLA2 counter: LYPLA2 (human) inhibition in PME1 counter-screen; O95372; recombinant LYPLA2, FP-Rh probe fluorescence polarization; inhibition, % at 5.9 µM; 0.38% of 320,000 active; AID 2177;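 active = inhibition above the screen-wide mean plus 3 SD, limit set per campaign, cut at about 26% in these data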;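 note: 0% = LYPLA2 with DMSO and 100% = wells lacking LYPLA2 enzyme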
PAFAH2 FP inh: inhibitors of human PAFAH2; Q99487; recombinant PAFAH2, FP-rhodamine activity probe, fluorescence polarization; inhibition, % at 3.39 µM; 0.99% of 340,000 active; AID 492956;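 active = inhibition above the mean over all tested compounds plus 3 SD, cut at about 30% in these data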;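 note: inhibitors block probe labeling of enzyme so polarization drops; 0% = enzyme with DMSO and 100% = wells lacking PAFAH2 protein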
PAFAH1B3 FP inh: inhibitors of human PAFAH1B3; Q15102; inhibition, % at 3.39 µM; 0.28% of 340,000 active; recombinant PAFAH1B3, FP-rhodamine probe, fluorescence polarization;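 active = inhibition above the screen-wide average of all tested compounds plus 3 SD, cut at about 25% in these data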;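 note: 0% = enzyme with DMSO only and 100% = wells lacking PAFAH1B3 protein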
Target sequence (Q15102 whole entry, looked up): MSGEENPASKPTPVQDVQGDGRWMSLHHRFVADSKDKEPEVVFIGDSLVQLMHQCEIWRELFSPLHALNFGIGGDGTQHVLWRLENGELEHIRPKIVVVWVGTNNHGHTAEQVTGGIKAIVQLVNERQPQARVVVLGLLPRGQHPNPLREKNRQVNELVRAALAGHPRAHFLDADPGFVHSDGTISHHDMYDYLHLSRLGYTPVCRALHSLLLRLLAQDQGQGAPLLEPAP
LYPLA1 counter: LYPLA1 (human) inhibition in PME1 counter-screen. inhibition, % at 5.9 µM. 0.16% of 320,000 active. AID 2174. O75608. recombinant LYPLA1, FP-Rh probe fluorescence polarization;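 active = inhibition above the mean of all tested compounds plus 3 SD, set per campaign, cut at about 14% in these data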;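 note: inhibitors block serine hydrolase probe labeling of LYPLA1 so polarization falls; 0% = enzyme with DMSO and 100% = wells lacking LYPLA1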
Target sequence (O75608 whole entry, looked up): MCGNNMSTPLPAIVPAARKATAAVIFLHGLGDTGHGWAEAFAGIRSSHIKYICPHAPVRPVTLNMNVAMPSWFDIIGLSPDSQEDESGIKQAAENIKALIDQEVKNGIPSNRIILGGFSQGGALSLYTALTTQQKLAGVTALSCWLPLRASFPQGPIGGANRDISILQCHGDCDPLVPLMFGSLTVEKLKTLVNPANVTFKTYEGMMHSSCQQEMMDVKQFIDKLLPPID
PREPL inhibitor: human PREPL enzyme inhibition | recombinant PREPL, fluorescence polarization activity-based probe | inhibition, % at 5.96 µM | 0.68% of 320,000 active; in the data active = inhibition above about 43%;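 note: 0% = enzyme with DMSO and 100% = wells lacking enzyme; many of its hits are not listed in these tables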
EBNA-1 inh: blocks EBNA-1 binding to DNA; AID 1950; 0.34% of 300,000 active; inhibition, % at 14.8 µM; EBNA-1 DNA binding, fluorescence polarization; in the data active = inhibition above about 28%
GSTO1 inh: counter-screen for RBBP9 inhibitors: inhibitors of human GSTO1; P78417; recombinant GSTO1, activity-based probe fluorescence polarization; inhibition, % at 5.96 µM; 1.1% of 300,000 active; AID 1974;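 active = inhibition above the campaign mean inhibition plus 3 SD, cut at about 35% in these data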;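 note: 0% = GSTO1-1 with DMSO and 100% = wells lacking GSTO1-1 enzyme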
Target sequence (P78417 whole entry, looked up): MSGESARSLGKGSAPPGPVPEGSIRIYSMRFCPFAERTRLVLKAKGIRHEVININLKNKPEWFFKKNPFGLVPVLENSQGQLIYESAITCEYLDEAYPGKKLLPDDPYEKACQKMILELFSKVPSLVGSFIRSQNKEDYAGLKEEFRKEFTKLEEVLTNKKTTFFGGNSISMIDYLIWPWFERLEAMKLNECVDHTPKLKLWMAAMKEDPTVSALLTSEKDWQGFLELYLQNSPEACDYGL
ZTA DNA inh: blocks Epstein-Barr virus ZTA, an EBNA-1 counter-screen | 0.15% of 320,000 active | inhibition, % at 11 µM | P03206 | ZTA-DNA binding, fluorescence polarization; in the data active = inhibition above about 33%
Target sequence (P03206 whole entry, looked up): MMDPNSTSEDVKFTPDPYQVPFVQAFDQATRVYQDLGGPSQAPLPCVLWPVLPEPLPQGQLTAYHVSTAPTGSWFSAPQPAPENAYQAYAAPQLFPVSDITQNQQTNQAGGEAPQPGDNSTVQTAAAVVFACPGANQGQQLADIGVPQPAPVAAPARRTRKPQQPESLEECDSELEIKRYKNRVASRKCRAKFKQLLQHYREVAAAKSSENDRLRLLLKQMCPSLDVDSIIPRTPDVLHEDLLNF
Starred values were filed as active, the others as inactive; nt = no result given; & = joins results of further samples. These rows are one share of the data (hit frequency here may not be typical).

SMILES	PAD4 FP inh	LYPLA2 counter	PAFAH2 FP inh	PAFAH1B3 FP inh	LYPLA1 counter	PREPL inhibitor	EBNA-1 inh	GSTO1 inh	ZTA DNA inh
CC(=O)Nc1cccc(C(=O)/C=C/c2ccc(F)cc2)c1	-2	-5	-6	-2	-6	-8	4	-10	1
COc1ccc(C2/C=C\CN(C(=O)OCc3ccccc3)CC(=O)N2Cc2ccc(F)cc2)cc1 (stereo not drawn)	2	-2	-9	4	0	5	2	2	8
OC(COCc1ccco1)CN1CCN(C(c2ccccc2)c2ccccc2)CC1 (stereo not drawn)	-6	-3	1	13	0	2	-15	-8	-5
Cc1cccc(NC(=O)C2CCCN2C(=O)OCC(C)C)c1 (stereo not drawn)	1	3	5	6	-2	5	5	-1	20
Cc1ccccc1CCN1CCCC(CN(C)C(=O)c2ccc3ncccc3c2)C1 (stereo not drawn)	0	0	7	12	2	9	6	1	2
Cc1ccc(Cn2ccc(NC(=O)c3noc4c3CCCC4)n2)cc1	1	2	-1	8	-3	0	3	4	-3
Cc1cc(C)cc(N(CCC#N)C(=O)COC(=O)c2nc3nc(C)cc(C)n3n2)c1	2	0	6	2	-2	4	-8	1	12
COc1cc(CNc2ccc(N3CCCC3)cc2)ccc1OCc1ccccc1F	-12	9	5	14	-1	23	65*	46*	79*
FC(F)(F)c1ccc(-c2nnc(-c3cccnc3)o2)cc1	-2	7	-1	13	0	-2	-7	-1	-4
O=C(NCCS(=O)(=O)N1CCN(c2ccccc2)CC1)c1ccccc1F	-9	8	0	9	0	-30	-17	-4	-8
CC(Oc1ccccc1F)C(=O)NNC(=O)c1cccc(S(=O)(=O)N2CCN(C)CC2)c1 (stereo not drawn)	-6	0	5	-1	2	1	nt	nt	15
COC(=O)c1ccc(C)c(NC(=O)CCCN2C(=O)NC(C)(C)C2=O)c1	2	1	1	1	3	-1	nt	nt	7
COc1ccc(N(CC(=O)NC(C)c2ccccc2)S(=O)(=O)c2c(C)noc2C)cc1 (stereo not drawn)	-2	5	1	4	-1	16	-6	-2	-10
Cc1c(C(=O)N2CCN(c3ccccc3F)CC2)sc2ncn(CC(=O)N3CCOCC3)c(=O)c12	1	-1	-1	-3	0	-15	-1	1	5
NC(=O)C(c1ccc(Cl)cc1)c1ccc(Sc2ccc(Cl)cc2)nn1 (stereo not drawn)	-6	6	2	1	-1	21	1	-5	3
c1ccc(NNC2=NCCCCC2)cc1	-4	7	-2	11	-3	6	-1	2	-9
C=C(C)CNC(=S)NN=C1c2ccccc2-c2ccccc21	-4	2	-2	0	-5	10	-4	-16	-16
COc1cccc2cc(NC(=O)C3CCCCC3)c(=O)oc12	-1	0	5	6	-1	5	13	10	-5
CC1CN(Cc2ccccc2Cl)CC(C)O1 (stereo not drawn)	-2	-4	-6	3	3	9	7	1	-8
C/C(N)=C(/C#N)C(=O)CSc1nnc(COc2ccccc2Cl)o1	-1	3	3&0	6&3	-4	5	15	9	0
COc1ccc(C(=O)COC(=O)C(C(C)C)N2C(=O)C3C4C=CC(C4)C3C2=O)cc1 (stereo not drawn)	2	3	5	5	2	4	-5	-4	-2
C/C(=N\N1CCN(C2c3ccccc3-c3ccccc32)CC1)c1ccncc1	2	-1	4	-4	0	-23	0	-5	22
COc1ccc(C(=O)Nc2scc(-c3ccc(Cl)cc3Cl)c2C(N)=O)cc1	-2	-24	-16	3	-15	-27	12	3	-4
Cc1nnsc1C(=O)NNc1ccc(Cl)cc1	6	3	7	5	3	12	-1	12	-10
O=C(Nc1nnc(SCc2ccc(F)cc2)s1)C1CC(=O)N(c2ccc3c(c2)OCCO3)C1 (stereo not drawn)	-4	8	0	-3	1	12	6	-10	9
COc1ccc(C(=O)O/N=C(\N)c2ccccc2Cl)cc1OC	1	1	7	8	-4	0	2	-5	0
COc1ccc(C2CCCN2C(=S)Nc2c(C)cccc2C)cc1OC (stereo not drawn)	-1	3	3	1	1	9	0	-3	-10
Cc1cccc(C(=O)NCC(c2ccc(F)cc2)N2CCOCC2)c1 (stereo not drawn)	2	-2	2	6	-3	-2	-6	3	-24
Cn1c(=O)c2c(ncn2CC(=O)OCCCC(=O)c2ccc(Br)cc2)n(C)c1=O	0	nt	2	9	nt	5	nt	nt	nt
C#CCOCCOCCOCCNc1nc(N2CCN(C(=O)C(Cc3cc4ccccc4[nH]3)n3cc(C(N)Cc4ccc(O)cc4)nn3)CC2)nc(N2CCN(C(=O)C(CCC(=O)O)n3cc(C(N)C(C)CC)nn3)CC2)n1 (stereo not drawn)	-6	0	4	1	1	31	-8	1	-8
O=C(OCCCCOC(=O)c1ccccc1)c1ccccc1	0	4	6	-1	0	-31	-2	-13	-6
COc1ccc(CC2(CO)CCN(Cc3cccn3-c3ccccn3)CC2)cc1	-2	0	2	2	0	21	5	-8	8
COC(=O)c1sccc1N/N=C/c1cccc(Oc2ccccc2)c1	4	-7	-1	1	-1	1	11	-4	10
COc1ccccc1-c1cc(C(F)(F)F)c(C#N)c(=O)[nH]1	-3	-1	5	14	0	19	5	-1	21
CC(=O)Nc1c(C(=O)c2ccc(F)cc2)oc2ccccc12	-1	-8	-3	6	-2	-19	-6	-1	-11
CNC(=O)CCCCCNS(=O)(=O)c1ccc(C)cc1	-4	6	2	2	-1	-3	2	1	-1
CCOC(=O)N1CCN(C(=O)COC(=O)c2cc(Cl)c(O)c(Cl)c2)CC1	0	5	3	7	7	10	-6	0	4
COc1ccc(-c2nc(SCC(=O)NC3CCCC3)c(-c3ccc(OC)cc3)[nH]2)cc1	-4	0	1	11	-4	18	-10	8	-5
COc1ccc(CNC(=O)N2CCc3ccccc3C2)cc1Cl	-2	0	-2	10	-5	12	1	21	-12
O=C(N/N=C\c1ccccc1OCc1ccccc1)c1ccco1	4	9	5	4	-4	-16	7	-5	2
COc1ccc(C)cc1Nc1cc(C)nc2ncnn12	-4	-2	-4	18	0	5	-1	-2	-2
O=C(CCCn1c(=S)[nH]c2cc3c(cc2c1=O)OCO3)NCc1ccco1	-4	-4	3	2	-1	-5	0	3	12
C=CCN(C1CCCCC1)S(=O)(=O)c1ccc2c(c1)oc(=O)n2C	2	-15	0	0	-2	1	-8	8	3
CCOc1ccc(C(=O)NNC(=O)CCNC(=O)c2ccc(Br)cc2)cc1OC	-2	6	-8	8	-1	9	nt	nt	7
Cc1cc(=O)oc2c3c(cc(OCC(=O)N[C@H](C(=O)O)c4ccccc4)c12)OC(C)(C)CC3	-1	2	18	-3	3	10	10	2	6
COc1ccccc1CN1CC(C(=O)N(C)Cc2ccc(C)o2)CCC1=O (stereo not drawn)	-2	3	3	2	1	12	-4	4	-12
Cc1ccc(C(=O)c2ccccc2C(=O)O)cc1C	-1	4	1	4	0	26	3	6	15
CC1(C)C(=O)Nc2ccccc2N1C(=O)COC(=O)COc1ccc(C#N)cc1	-3	-2	4	-7	-4	3	5	-1	8
COc1ccc(O)c(C(=O)c2cnn(C(=O)c3cccc(S(=O)(=O)N(C)C)c3)c2)c1	3	nt	0	4	nt	12	nt	nt	nt
O=C(O)c1cc(-c2ccc3c(c2)OCO3)nc2ccc(Br)cc12	-3	3	4	1	1	12	7	-11	-9
CCc1ccc(C(=O)COC(=O)c2ccco2)cc1	-4	5	9	-1	-3	-3	-1	11	10
CC(C)C(=O)NC(c1cccc([N+](=O)[O-])c1)c1c(O)ccc2ccccc12 (stereo not drawn)	2	0	14	7	-2	-5	-12	0	5
O=C1NC(c2ccccc2OC(F)F)Oc2ccccc21 (stereo not drawn)	1	0	3	3	2	-5	1	10	-1
CCOc1ccc(C(C)=O)cc1COC(=O)c1cnc(Cl)c(Cl)c1	-1	-3	2	6	-3	0	5	0	-1
C=CCn1c(SCC(=O)Nc2cc(C)on2)nc2c([nH]c3ccccc32)c1=O	-2	-5	-5	4	-3	2	8	0	-5
N=c1c2c(ncn1Cc1ccco1)Oc1cc(O)ccc1C2c1ccccc1 (stereo not drawn)	-1	-1	9	-2	-3	-8	-4	4	4
CC1CC(C)CN(C(=O)CSc2nnc(-c3ccc(Cl)cc3)o2)C1 (stereo not drawn)	-6	2	-13	2	-4	-1	0	6	-3
Cc1ccc(CNC(=O)Nc2ccc(Cl)cc2)cc1	-1	-2	-1	0	1	2	-4	3	-14
O=C(NC1CCSc2ccccc21)c1cc(S(=O)(=O)N2CCOCC2)ccc1F (stereo not drawn)	0	1	4	8	2	5	-14	0	9
O=C(NCc1ccccn1)C(=O)N/N=C/c1ccc2c(c1)OCO2	-1	-6	-2	6	-2	3	16	7	10
Remaining list, next part:
SMILES	PAD4 FP inh	LYPLA2 counter	PAFAH2 FP inh	PAFAH1B3 FP inh	LYPLA1 counter	PREPL inhibitor	EBNA-1 inh	GSTO1 inh	ZTA DNA inh
Cc1cc(C(=O)N/N=C/c2cccc([N+](=O)[O-])c2)c2ccccc2n1	-7	-2	6	4	-3	2	-2	1	12
Cc1ccc(S(=O)(=O)N2CCN(S(C)(=O)=O)C2c2ccccc2)cc1 (stereo not drawn)	-4	-6	1	-1	-7	13	-2	12	1
COCCn1nnnc1C(C(C)C)N(Cc1cccnc1)Cc1ccccc1Cl (stereo not drawn)	-2	6	1	4	-2	18	-2	16	-3
Cc1n[nH]c(=O)c2c(NC(=O)CSc3nncn3C(C)C)oc(C)c12	-1	3	2	1	0	2	nt	nt	2
COc1ccc(C(=O)C[n+]2cccc(C(N)=O)c2)cc1	-1	4	-6	7	4	-1	8	0	-4
O=C(O)CCCC(=O)NCCc1cccc(Cl)c1	6	1	10	0	3	-2	-9	-11	-15
O=C1C2C3C=CC(C3)C2C(=O)N1c1ncn[nH]1 (stereo not drawn)	2	1	3	1	0	1	23	0	29
CN(C)c1nc(OCCNC(=O)COc2ccc(Cl)cc2Cl)nc(N(C)C)n1	-4	2	-7	4	-3	1	-1	8	-5
COc1cc(C)ccc1S(=O)(=O)n1nc(C)cc1C	-9	2	-10	10	3	-10	6	2	9
c1ccc(-c2sc3ccccc3c2-c2ccc(OCCN3CCOCC3)cc2)cc1	-2	nt	3	-5	nt	2	nt	nt	nt
Cc1ccc(NC(=O)CSc2nccn(-c3ccc4c(c3)OCCO4)c2=O)cc1	0	5	2	2	1	16	6	15	-11
COCCNC(=S)NCCCNc1nc2cc3c(cc2cc1C#N)OCO3	5	1	6	-8	-2	7	-2	9	9
O=C(Nc1ccccc1O)N1c2ccccc2Sc2ccccc21	0	-1	-3	3	-3	3	5	4	11
COc1cc(NC(=O)CN2C(=O)C(c3ccccc3)=NC23CCCCCC3)cc(OC)c1	0	-15	-2	-10	-10	-11	-3	0	-8
N/C(Cc1ccc([N+](=O)[O-])cc1)=N\OC(=O)c1ccc(Br)o1	-1	4	7	9	7	3	6	-3	-8
CC(=O)c1[nH]c(C)c(C(C)=O)c1C	1	-8	2	5	-4	-13	-2	0	7

Screening results deposited in PubChem by The Scripps Research Institute Molecular Screening Center.
